GSK3B inh: human GSK3beta kinase inhibition | P49841 | activity score (negative = inhibition), % at 10 µM | GST-GSK3beta kinase, ADP-Glo luminescence, 60 min; stronger effect = lower value | actives 0.038% (n = 300,000) | AID 2097;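 active = more than half of replicate wells score below -50%, meaning over 50% inhibition versus plate controls; inconclusive = some replicates but at most half score below -50%; inactive = no replicate scores below -50%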;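 note: 0% = median DMSO wells and -100% = median GW8510 positive control wells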
Target sequence (P49841 whole entry, looked up): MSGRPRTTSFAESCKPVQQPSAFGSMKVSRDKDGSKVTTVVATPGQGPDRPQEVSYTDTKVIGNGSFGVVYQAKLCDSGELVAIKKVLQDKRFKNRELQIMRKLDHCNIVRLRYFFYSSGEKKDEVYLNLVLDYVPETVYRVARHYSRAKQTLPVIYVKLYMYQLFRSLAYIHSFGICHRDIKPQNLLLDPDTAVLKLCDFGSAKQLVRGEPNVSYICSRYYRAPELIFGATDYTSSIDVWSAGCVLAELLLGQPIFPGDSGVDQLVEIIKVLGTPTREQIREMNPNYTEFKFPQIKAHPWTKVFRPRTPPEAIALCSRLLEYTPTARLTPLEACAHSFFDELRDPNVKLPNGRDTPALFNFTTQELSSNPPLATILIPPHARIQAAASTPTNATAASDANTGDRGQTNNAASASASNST
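Test system: GST-fused GSK3beta enzyme, cell-free | Quantity: 1.6 ng GST-GSK3beta enzyme per well | Reagent: 25 µM ATP with peptide substrate | Schedule: 60 min enzyme reaction, room temperature | Signal: Luminescent ADP-Glo measurement of ADP formed | Read-out basis: Score relative to plate controls | Control set: DMSO and 20 µM GW8510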
HSF1 activator: increases HSF-1 driven luciferase reporter signal; AID 504408; NIH3T3-HGL HSF-1 luciferase reporter, MG132, 8 h; 100% = twice DMSO control signal; activation, % at 9 µM; actives 1.7% (n = 300,000);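 active = mean replicate activation of at least 50% with a set share of replicates each reaching 50%; inconclusive = only one of those two conditions met; inactive = mean below 50% and too few replicates reaching it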;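 note: 0% = median of the neutral control wells and 100% = twice that signal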
HSP90 inh: blocks HSP90-mediated luciferase refolding in reticulocyte lysate; Rabbit reticulocyte lysate, luciferase refolding luminescence, 3 h; inhibition, % at 5.6 µM; actives 0.91% (n = 290,000);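 active = inhibition above the screen-wide mean plus 3 SD, computed separately per campaign, cut at about 16% in these data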;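 note: 0% = DMSO wells and 100% = 60 µM geldanamycin wells; inhibitors lower the luminescence because luciferase stays unfolded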
aSyn 5UTR inh: 5' untranslated region of α-synuclein, MLPCN primary screen. inhibition, % (tested at 7.5 µM). AID 1813. alpha-synuclein 5'UTR reporter, inhibitor activity. actives 0.82% (n = 300,000); in the data active = inhibition above about 60%; inconclusive = no clear call, values can overlap the other calls;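 note: H4 neuroglioblastoma cells stably carrying SNCA 5'UTR luciferase fusion; 0% = DMSO wells and 100% = positive control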
DYRK1A inh: blocks rat Dyrk1A kinase activity | Q63470 | ADP-Glo luminescence, NFATc1 peptide | inhibition, % at 12.5 µM | actives 0.43% (n = 310,000) | AID 504441; in the data active = inhibition above about 50%;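 note: plate controls were vehicle with enzyme for no effect and no enzyme for full effect; many of its hits are not listed in these tables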
HSF1 inhib: HSF1 inhibition | actives 0.77% (n = 300,000) | NIH3T3-HGL HSE-luciferase, MG132-induced, luminescence 8 h; stronger effect = lower value | AID 2098 | activity change, negative = inhibition, % at 7.5 µM (by protocol);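 active = more than half of replicate wells show activity change below -50%, luminescence cut by over half; inconclusive = some wells, but at most half, below -50%; inactive = no replicate well below -50%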;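 note: luciferase reports HSF-1 transcriptional activity via heat shock element; 0% = median of DMSO wells and -100% = zero luminescence signal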
IEC-6 cytotox: kills IEC-6 intestinal cells in KLF5 counter-screen | actives 0.78% (n = 290,000) | IEC-6 cytotoxicity, luminescence viability | AID 1825 | inhibition, % at 5 µM; in the data active = inhibition above about 22%;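 note: 0% = plate median of test compound wells and 100% = cytotoxic reference compound wells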
GSK3A inh: blocks human GSK-3 alpha kinase | P49840 | ADP-Glo luminescence, 60 min | inhibition, % at 10 µM | actives 0.1% (n = 320,000) | AID 2650;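 in the data active = inhibition above about 50%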;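 note: GST-tagged GSK-3 alpha with peptide substrate and 25 µM ATP; 0% = DMSO neutral wells and 100% = GW8510 positive control wells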
Target sequence (P49840 whole entry, looked up): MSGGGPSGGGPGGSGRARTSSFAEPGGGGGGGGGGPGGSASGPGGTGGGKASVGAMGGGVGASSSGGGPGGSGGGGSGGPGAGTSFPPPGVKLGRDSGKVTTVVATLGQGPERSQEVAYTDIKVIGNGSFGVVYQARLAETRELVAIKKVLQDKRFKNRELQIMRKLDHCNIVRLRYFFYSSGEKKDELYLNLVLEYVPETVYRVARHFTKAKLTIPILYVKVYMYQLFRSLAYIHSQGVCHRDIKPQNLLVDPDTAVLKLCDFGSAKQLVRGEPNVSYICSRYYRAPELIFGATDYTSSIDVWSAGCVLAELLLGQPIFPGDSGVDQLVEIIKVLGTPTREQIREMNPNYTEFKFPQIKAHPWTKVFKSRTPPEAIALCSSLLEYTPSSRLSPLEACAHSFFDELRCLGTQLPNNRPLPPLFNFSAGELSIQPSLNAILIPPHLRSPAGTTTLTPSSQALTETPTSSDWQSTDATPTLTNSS
KLF5 inhibitor: suppresses KLF5 promoter-driven expression; inhibition, % at 5 µM; DLD-1 KLF5 promoter-luciferase reporter, luminescence; actives 0.23% (n = 290,000); AID 1700;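 active = inhibition above a per-plate limit of that plate's mean compound inhibition plus 3 SD, cut at about 60% in these data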;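 note: 0% = DMSO wells and 100% = LY294002 at 200 µM; higher means less KLF5 promoter-driven luciferase light; inactives centre near -14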
Platelet DG rel: modulates dense granule release in human platelets; human platelet-rich plasma, SFLLRN dense granule ATP release, luminescence; actives 0.22% (n = 300,000); AID 1663; inhibition, %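 (compounds screened at 7.5 µM in platelet-rich plasma)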;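 active = mean replicate score, as percent of positive control, at or above 50; inconclusive = mean below 50 but at least one replicate at or above 50; inactive = mean and every replicate below 50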
An asterisk follows results filed as active; u = inconclusive; x = not tested or not shown.

SMILES | GSK3B inh | HSF1 activator | HSP90 inh | aSyn 5UTR inh | DYRK1A inh | HSF1 inhib | IEC-6 cytotox | GSK3A inh | KLF5 inhibitor | Platelet DG rel
CCCCCn1c(CCCNC(=O)CC)nc2ccccc21 | 5.2 | -6.1 | -5.4 | 17.5 | 3.1 | -8.8 | 2.0 | -0.6 | 2.0 | -5.4
CCOC(=O)Cc1nnc(NC(=O)c2ncn[nH]2)s1 | 1.6 | -3.5 | 7.1 | -33.3 | -2.5 | -9.5 | 7.3 | -4.5 | -3.4 | 2.9
CCOC(=O)COc1c(C=O)cc(Br)cc1OC | 3.2 | -2.1 | -0.1 | 5.5 | -5.4 | -3.1 | 1.7 | 4.1 | 10.2 | -5.8
Cc1cccc(NC(=O)NC(C)CCc2ccccc2)c1 (stereo not drawn) | 2.6 | 29.1 | 3.2 | -33.1 | -6.8 | 5.5 | 3.4 | 0.6 | -17.1 | -1.7
CC(C)C[C@@H](N)c1nnc(SCC(=O)c2ccc(Cl)cc2)o1 | 1.5 | 5.6 | -1.9 | 49.7 | -5.4 | 1.5 | 0.7 | 2.7 | -15.3 | -1.2
C/C(N)=C(/C#N)C(=O)CSc1n[nH]c(-c2ccccc2Br)n1 | 7.0 | 13.7 | -1.5 | -39.7 | -0.5 | 12.9 | 7.9 | 2.1 | -27.1 | 0.4
COc1ccccc1N1CCN(C(=O)CSc2nc(-c3ccco3)cc(C(F)(F)F)n2)CC1 | 1.0 | 16.8 | 0.8 | 23.0 | -4.4 | -8.1 | -4.1 | 0.9 | -13.1 | -8.9
Cc1nnc(NC(=O)C2c3ccccc3Oc3ccccc32)s1 | 0.3 | -5.5 | 1.2 | 17.8 | -0.4 | 1.2 | 5.3 | -3.4 | -7.0 | -34.6
O=C(CC(c1ccccc1)c1ccccc1O)NCc1ccccc1Cl (stereo not drawn) | 0.4 | 37.0 | 3.6 | 13.4 | -0.6 | 2.5 | 11.1 | -3.0 | 9.2 | 5.1
CCOC(=O)c1ccc(NNC(C)=O)c([N+](=O)[O-])c1 | 1.9 | 25.9 | -0.1 | -28.0 | -0.5 | -3.5 | 1.5 | -4.1 | -1.3 | 8.0
O=C(N[C@@H](Cc1ccccc1)C(=O)NC1CCCCCC1)c1ccco1 | 5.1 | 22.0 | 2.0 | -77.6 | 2.2 | -4.8 | 0.6 | -1.5 | -55.9 | 0.5
COc1ccc(N2C(=O)CCC(C(=O)Nc3ccccn3)C2c2ccc(OC)c(OC)c2)cc1 (stereo not drawn) | 2.2 | -5.1 | 1.8 | -1.8 | 1.3 | -5.3 | 6.7 | -3.2 | 7.3 | -1.2
O=C(COC(=O)Cc1cccs1)Nc1ccccc1F | 0.2 | -16.8 | 2.5 | -2.2 | 0.5 | -2.9 | 3.9 | 0.4 | -0.8 | -3.5
CC1CCN(Cc2nnnn2CCCC(=O)NCC(C)(C)N2CCOCC2)CC1 | x | 1.3 | -1.9 | 16.0 | 0.6 | 6.7 | 6.7 | -1.7 | -37.7 | -2.6
N#Cc1c(NC(=O)CSc2ncccn2)oc(-c2ccccc2)c1-c1ccccc1 | -0.3 | -53.8 | 0.6 | 25.9 | 2.5 | -40.4 | -2.0 | -0.6 | -4.5 | 1.5
O=c1[nH]c(SCCN2CCOCC2)nc(O)c1-c1ccccc1 | -1.5 | 9.9 | -0.2 | -16.0 | -6.0 | 0.8 | -2.3 | -5.5 | -28.7 | -1.5
Cc1cccc2c(=O)cc(C)n(CC(=O)N3CCCCC3)c12 | -1.6 | -3.7 | 1.1 | -14.2 | -6.3 | -9.1 | 3.7 | 0.7 | -7.2 | 3.3
COC(=O)CSc1nsc(SCC(=O)OC)c1C#N | 1.0 | -7.0 | -0.9 | -15.4 | 9.9 | -5.9 | 4.1 | -14.3 | -15.6 | -4.2
CN(C)c1ccc(NC(=O)/C=C/c2ccccc2Cl)cc1 | 0.8 | 54.1* | -2.6 | -161.1 | -4.5 | 20.4 | -0.1 | -2.2 | -102.1 | -9.7
CC1CCc2c(sc3ncnc(SCC(=O)Nc4ccc(C(=O)O)cc4)c23)C1 (stereo not drawn) | 2.4 | -7.7 | -5.8 | 7.6 | -3.1 | -9.4 | -4.9 | -3.0 | -25.7 | -0.7
CCOC(=O)c1[nH]c2c(c1-c1ccc(OC)cc1)C(=O)CC(c1ccc(OC)c(OC)c1)C2 (stereo not drawn) | 0.6 | 5.6 | -3.7 | 2.9 | -4.2 | -5.6 | 6.5 | x | -13.7 | -1.2
CS(=O)(=O)N1CCCC(C(=O)NCCCN2CCN(Cc3ccccc3)CC2)C1 (stereo not drawn) | 0.9 | -7.8 | 0.7 | 4.9 | 2.3 | -8.2 | -6.1 | -3.1 | -8.5 | -6.2
Cc1ccc(Cl)cc1NC(=O)C1CCCN(S(C)(=O)=O)C1 (stereo not drawn) | 2.6 | -1.4 | 0.3 | 9.5 | 1.3 | 1.4 | 2.3 | -1.3 | -29.3 | 4.7
COc1ccccc1N1CCN(C(=O)CCc2ccc(S(=O)(=O)NCC(C)C)cc2)CC1 | -0.1 | 19.8 | -3.0 | 12.6 | -0.9 | 4.6 | 2.2 | -2.7 | -16.2 | -0.6
CC1O[C@@H]2O[C@](O[C@H](C)CC[C@@H](C)O)(c3ccccc3)O[C@@H]2C[C@H]1O (stereo partly drawn) | 1.9 | 1.0 | x | 2.0 | 4.7 | 2.4 | x | 1.8 | x | 4.3
COc1ccc(CN2CC(=O)N(c3cc(Cl)ccc3OC)C2=S)cc1OC | -0.1 | 37.4 | -2.3 | 34.5 | 4.7 | 8.9 | 3.3 | -2.7 | 0.0 | -1.0
O=C(CNS(=O)(=O)c1cccs1)N1CCCC1 | -2.7 | 3.0 | 2.7 | 9.6 | 0.0 | 1.4 | -3.5 | -2.0 | -22.4 | -3.2
c1ccc2oc(-c3ccc4nc[nH]c4c3)nc2c1 | -3.8 | 33.4 | 6.1 | -135.1 | 22.1 | 30.3 | 3.8 | 0.0 | -136.0 | 20.7
Cc1ccc(S(=O)(=O)NCC(c2ccccc2)N2CCN(c3ccc(F)cc3)CC2)cc1 (stereo not drawn) | 0.4 | 54.0* | 7.2 | -2.0 | -2.6 | 22.9 | 0.3 | x | -16.4 | 20.3
COc1cccc(C(=O)Nc2ccccc2)c1 | -4.2 | 30.1 | -0.1 | -122.5 | 5.8 | 2.5 | 2.2 | 0.0 | -44.3 | 6.0
Cc1cc(NC(=O)c2ccc3c(c2)C(=O)N(C(C)(C)C)C3=O)no1 | -3.0 | 8.8 | -1.6 | 10.2 | -3.0 | 0.3 | -1.4 | 0.4 | -23.5 | -5.7
CC(=O)NC1=NN(C(C)=O)C(C)(CS(=O)(=O)c2ccc(Cl)cc2)S1 (stereo not drawn) | 0.8 | 10.6 | 4.1 | 17.6 | -10.0 | -3.6 | -0.7 | -1.2 | -9.8 | -6.5
CC(C)n1cc(/C=C2/SC(=O)N(CC(=O)Nc3ccc4c(c3)OCO4)C2=O)c2ccccc21 | 0.2 | -2.4 | 0.6 | 41.7 | -0.1 | 5.0 | -1.1 | -3.1 | -4.8 | -0.3
Nc1cccc2c1C(=O)N(C(=O)c1cccc(S(=O)(=O)N3CCCCCC3)c1)C2=O | 4.1 | 2.7 | -6.3 | -7.5 | x | -4.5 | -0.5 | -1.4 | -54.1 | x
CC1CCCC(C)N1C(=O)CSc1nnc(COc2ccccc2)n1-c1ccccc1 (stereo not drawn) | 0.4 | x | 3.5 | -9.0 | 6.0 | x | 0.6 | -3.1 | 6.2 | 0.2
c1ccc(Sc2cccc3ccccc23)c(CNC2=NCCN2)c1 | -9.4 | -9.2 | -0.8 | u | 3.2 | -5.1 | 9.3 | -0.8 | -11.8 | -10.6
COc1cc(=O)[nH]c(SC(C)C(=O)Nc2ccc3ccccc3c2)n1 (stereo not drawn) | -2.5 | -24.2 | 5.3 | 17.3 | 0.1 | -6.5 | 15.6 | -2.9 | 0.6 | -16.4
O=C(Nc1nnc(-c2ccco2)s1)C1CC1 | 0.0 | 24.6 | -2.2 | -76.3 | -3.4 | 3.3 | 2.3 | 0.6 | -23.3 | 2.1
O=C(Nc1cccc(Cl)c1)OCCN1CCN(Cc2ccccc2)CCC1=O | -1.7 | -42.8 | 4.1 | 8.9 | 8.1 | -27.2 | -2.0 | x | -7.2 | -1.3
CN(CC(O)COc1ccc2ccccc2c1)C1CCCCC1 (stereo not drawn) | -5.1 | 4.4 | 1.8 | 0.1 | 7.7 | -4.7 | 3.3 | 1.0 | -1.9 | -8.8
Cc1ccccc1C(=O)N1CCC(C(=O)N2CCN(S(=O)(=O)c3ccccc3F)CC2)CC1 | -3.1 | -10.5 | 1.9 | 9.5 | -7.8 | -9.6 | 5.6 | -2.3 | -17.6 | -2.1
O=C1C(Nc2ccccc2)=C2CCCC=C2N1c1ccccc1 | -3.6 | 42.0 | -4.7 | -163.2 | x | 19.0 | -2.7 | -0.9 | -176.0 | -2.5
Cc1cccc(-c2nc3ccccc3c(=O)n2NC(=O)c2ccc([N+](=O)[O-])c(C)c2)c1 | 1.7 | 3.2 | -1.8 | 5.3 | 0.6 | -6.7 | -7.1 | -2.5 | 1.4 | 7.7
Cc1ccc(C)c(OCC(=O)Nc2nc3ccc([N+](=O)[O-])cc3s2)c1C | -0.8 | 7.7 | 1.7 | -19.3 | -62.2 | 0.7 | 5.1 | -0.6 | -4.0 | -3.7
COC(=O)Nc1nnc(-c2ccccc2Cl)s1 | -2.1 | 23.1 | -0.2 | -94.2 | 5.8 | 20.0 | -0.6 | 1.5 | -130.3 | 0.1
Clc1ccc(-c2nnc(Sc3nc4ccccc4o3)c3ccccc23)cc1 | 2.9 | -11.3 | -0.2 | 30.3 | 6.9 | -14.0 | -3.7 | 2.1 | -48.1 | -1.2
COc1ccc(C)cc1-n1c(SCC(=O)Nc2cc(C)on2)nc2ccccc2c1=O | 2.2 | -1.3 | 0.9 | -6.9 | -3.7 | -0.8 | -1.1 | -5.5 | 2.1 | -7.3
O=C(c1ccccc1F)N1CCN(S(=O)(=O)c2ccc(S(=O)(=O)N3CCCCCC3)cc2)CC1 | -2.0 | -38.8 | 0.2 | 5.5 | 0.4 | -22.5 | -3.7 | -5.5 | -41.5 | 10.2
CC(C)C(c1nnnn1C(C)(C)C)N1CCN(Cc2cccnc2)CC1 (stereo not drawn) | 4.5 | 15.5 | 1.5 | 2.3 | -0.6 | 6.4 | 5.8 | -1.2 | -6.8 | -0.6

Pulled by compound from the list above, 2 records:
SMILES | GSK3B inh | HSF1 activator | HSP90 inh | aSyn 5UTR inh | DYRK1A inh | HSF1 inhib | IEC-6 cytotox | GSK3A inh | KLF5 inhibitor | Platelet DG rel
COc1cc(=O)[nH]c(SC(C)C(=O)Nc2ccc3ccccc3c2)n1 (stereo not drawn) | -2.5 | -24.2 | 5.3 | 17.3 | 0.1 | -6.5 | 15.6 | -2.9 | 0.6 | -16.4
COC(=O)Nc1nnc(-c2ccccc2Cl)s1 | -2.1 | 23.1 | -0.2 | -94.2 | 5.8 | 20.0 | -0.6 | 1.5 | -130.3 | 0.1

A portion of the library (hit frequency here may not be typical).
